KCNQ1 block: blocks the human KCNQ1 potassium channel. P51787. CHO-K1 KCNQ1, FluxOR thallium flux fluorescence; stronger effect = higher value. B-score at 10 µM. 310,000 tested, 1.3% active. AID 2642;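 active = compounds whose thallium flux B-score, printed positive for inhibition, exceeds three library SD while starting fluorescence stays within three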;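 also: channel opened by potassium depolarization with thallium stimulus after 20 min compound exposure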
KCNK9 block: blocks the human KCNK9 two-pore domain potassium channel. 310,000 tested, 1.2% active. AID 488922. HEK293 KCNK9, FluxOR thallium flux fluorescence; stronger effect = lower value. B-score at 10 µM;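 active = ratio B-score over 3 SD below the library mean, with starting fluorescence within 5 SD of its mean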;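 also: negative B-score means less thallium flux so channel inhibition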
Target sequence (Q9NPC2 whole entry, looked up, the tested form may be a part): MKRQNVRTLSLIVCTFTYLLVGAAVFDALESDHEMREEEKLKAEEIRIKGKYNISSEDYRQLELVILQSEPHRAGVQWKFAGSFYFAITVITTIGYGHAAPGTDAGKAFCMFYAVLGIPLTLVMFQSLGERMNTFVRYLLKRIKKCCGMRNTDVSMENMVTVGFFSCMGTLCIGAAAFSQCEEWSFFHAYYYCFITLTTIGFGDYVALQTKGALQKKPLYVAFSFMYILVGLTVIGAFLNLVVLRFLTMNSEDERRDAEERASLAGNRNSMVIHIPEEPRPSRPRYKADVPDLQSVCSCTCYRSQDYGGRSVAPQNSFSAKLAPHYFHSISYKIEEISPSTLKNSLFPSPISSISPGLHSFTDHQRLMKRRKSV
RGS4 pot: potentiators or activators of RGS4. HEK293 M3R/inducible RGS4, carbachol calcium flux Fluo4; stronger effect = lower value. B-score at 10 µM. 310,000 tested, 0.92% active;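 active = B-score of the integrated calcium signal more than 4 SD below the library mean, with starting fluorescence not abnormally high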;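 also: negative B-score means reduced calcium response which marks RGS4 activation or potentiation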
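Reagent: ECmax carbachol challenge; Test system: M3R-expressing HEK293 line, RGS4 induced by doxycycline; Schedule: overnight RGS4 induction, 30 min dye load 37 °C, 20 min compound RT; Detection: calcium dye Fluo4 fluorescence; Read-out: Agonist-evoked peak-minus-minimum fluorescence over baseline, integrated ratio, B score.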
MrgX1 ag: agonists of human MrgX1 receptor; Q96LB2; 310,000 tested, 0.44% active; B-score at 10 µM; MrgX1-HEK293 cells, Fluo-4 calcium fluorescence, agonist mode; stronger effect = higher value;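 active = calcium response B-score plate-corrected fluorescence ratio at least 3 library SD, with starting fluorescence B-score inside 5 SD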
Target sequence (Q96LB2 whole entry, looked up): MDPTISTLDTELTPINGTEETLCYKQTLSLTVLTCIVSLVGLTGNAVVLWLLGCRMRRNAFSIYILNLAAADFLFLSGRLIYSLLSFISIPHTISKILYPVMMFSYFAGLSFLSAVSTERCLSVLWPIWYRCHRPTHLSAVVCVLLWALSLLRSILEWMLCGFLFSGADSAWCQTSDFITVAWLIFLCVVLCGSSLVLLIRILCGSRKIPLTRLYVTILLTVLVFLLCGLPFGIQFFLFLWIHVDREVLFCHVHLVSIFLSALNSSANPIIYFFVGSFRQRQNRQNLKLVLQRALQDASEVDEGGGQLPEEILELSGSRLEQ
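System: HEK293 cells stably expressing human MrgX1 receptor; Dosing: test compound in the initial addition of three; Schedule: overnight plating, then 30 min 37 °C plus 30 min room-temperature dye loading; Detection: kinetic calcium dye fluorescence, Fluo-4 NW; Controls: per-plate positive and negative controls for Z′ factor.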
MrgX1 PAM: human MrgX1 positive allosteric modulation, primary screen; AID 588675; B-score at 10 µM; MrgX1-HEK293, Fluo-4 calcium flux, FDSS; stronger effect = higher value; 310,000 tested, 0.63% active;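 active = plate-corrected calcium response at least 3 library SD above typical, normal starting fluorescence, not activating the receptor alone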;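 also: compound read alongside a low EC10 to EC30 dose of BAM8-22 agonist; peak minus trough fluorescence over baseline measured at the second addition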
ANO1 block: blocks the mouse calcium-activated chloride channel TMEM16A; Q8BHY3; HEK293 TMEM16A/YFP iodide influx fluorescence, ionomycin; normalized B-score (activity score, 25-100; higher = stronger inhibition) at 10 µM; 310,000 tested, 1.2% active;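 active = ratio plate-corrected score three or more library SD toward inhibition, starting fluorescence score within five deviations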;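 also: score derived from kinetic fluorescence span divided by baseline fluorescence per well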
KCNQ1 pot: potentiators or activators of human KCNQ1 potassium channel. AID 2648. 310,000 tested, 0.35% active. B-score at 10 µM. CHO-K1 KCNQ1, thallium flux FluxOR fluorescence; stronger effect = higher value. P51787;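 active = fluorescence ratio B-score, a plate-corrected score, at least three library SD, with initial intensity B-score within 5 SD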
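assay system = CHO-K1 cells stably expressing KCNQ1 | medium = assay buffer, equal DMSO in all wells | timing = 37 °C overnight plating, 90-min dark dye load, 20-min compound pretreatment | measured by = kinetic FluxOR thallium fluorescence, 10-s 1-Hz baseline, 110-s post-stimulus read | measure = fluorescence change relative to baseline, converted to B score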
hERG rescue: hERG (human) protection from proarrhythmic block. Q12809. CHO-hERG, FluxOR thallium flux, dofetilide IC70 present. activation (rescue from dofetilide block), less the hit threshold, % at 10 µM. 310,000 tested, 0.51% active;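 active = activation above the mean of controls blocked by dofetilide plus 5 SD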;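 also: thallium influx through hERG after potassium depolarization seen as dye fluorescence rise; in these data hits start at about 4.7%; inactives centre near -7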
TMEM16A act: activators or potentiators of mouse TMEM16A chloride channel | Q8BHY3 | HEK293 TMEM16A/YFP-H148Q/I152L, iodide quench fluorescence; stronger effect = lower value | B-score at 10 µM | 340,000 tested, 0.3% active | AID 623877;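 active = fluorescence-ratio B-score plate-corrected deviation score at least 3 library SD below zero, with starting fluorescence score within 5 deviations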;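 also: channel opened by trigger with iodide after compound preincubation; score built on the fluorescence ratio of max minus min over baseline; more negative score means more quench and so TMEM16A activation or potentiation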
RGS4 block: inhibitors of human RGS4. HEK293 M3R/RGS4 inducible, Fluo-4 calcium flux; stronger effect = higher value; triggered by carbachol at its EC20. 310,000 tested, 0.45% active. AID 463165. B-score at 10 µM. P49798;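 active = B-score, a plate-corrected calcium signal, over three deviations above library mean, with baseline fluorescence within five deviations of library mean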;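 also: RGS4 expression induced by doxycycline in cells with stable M3 receptor; B-score is computed from the integrated fluorescence ratio over baseline after carbachol; higher B-score means a larger calcium signal and so more RGS4 inhibition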
KCNK3 inh: human KCNK3 channel inhibition, primary screen; CHO-KCNK3 thallium flux, FluxOR fluorescence; stronger effect = lower value; B-score at 10 µM; AID 602410; O14649; 340,000 tested, 0.84% active;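 active = B-score under library mean minus 4 SD, starting fluorescence ratio at most library mean plus 5 SD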;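 also: more negative B-score means stronger inhibition of thallium flux through KCNK3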
Target sequence (O14649 whole entry, looked up): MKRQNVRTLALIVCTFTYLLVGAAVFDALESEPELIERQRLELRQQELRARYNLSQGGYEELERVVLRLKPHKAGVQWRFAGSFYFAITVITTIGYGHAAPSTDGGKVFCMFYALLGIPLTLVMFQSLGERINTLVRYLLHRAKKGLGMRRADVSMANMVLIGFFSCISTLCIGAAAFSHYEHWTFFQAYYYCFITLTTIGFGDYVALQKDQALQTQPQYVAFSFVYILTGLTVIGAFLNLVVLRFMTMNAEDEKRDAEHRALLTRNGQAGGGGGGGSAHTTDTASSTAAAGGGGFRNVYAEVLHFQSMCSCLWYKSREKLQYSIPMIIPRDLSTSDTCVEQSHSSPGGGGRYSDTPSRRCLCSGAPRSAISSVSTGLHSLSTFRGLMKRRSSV
* marks the source's active call; other numbers are inactive results; i = inactive; . = no result given. Not a hit list (roughly 6.3% active in at least one column).

SMILES	KCNQ1 block	KCNK9 block	RGS4 pot	MrgX1 ag	MrgX1 PAM	ANO1 block	KCNQ1 pot	hERG rescue	TMEM16A act	RGS4 block	KCNK3 inh
COc1ccc(N2C(=O)c3ccccc3NC2c2cccnc2)cc1 (stereo not drawn)	i	i	i	i	i	i	i	-11	i	i	i
Cc1nc2ccccc2c(=O)n1NC(=O)Cc1ccc([N+](=O)[O-])cc1	i	i	i	i	i	i	i	-9	i	i	i
O=C(N/N=C\c1cc(Br)ccc1O)c1ccc(S(=O)(=O)N2CCCCC2)cc1	i	i	i	i	i	i	i	-12	i	i	i
O=C(CSc1nc(=O)n2cc(Cl)ccc2n1)Nc1cccc2ccccc12	i	i	i	.	.	.	i	-5	i	i	i
C=C(C)c1cccc(C(C)(C)NC(=O)NC2CCN(Cc3ccccc3)CC2)c1	i	i	i	i	i	i	i	-6	i	i	i
CN(CC(=O)Nc1ccc(F)cc1)C(=O)CSc1nncs1	i	i	i	i	i	i	i	-14	i	i	i
Cc1ccc(NC(=O)CSc2nc(C)c(C)c(C)n2)c([N+](=O)[O-])c1	i	i	i	i	i	i	i	-3	i	i	i
COc1ccc(N2CCN(C(=O)c3cccc(N4C(=O)C5C6C=CC(C6)C5C4=O)c3)CC2)cc1 (stereo not drawn)	i	i	i	i	i	i	i	-7	i	i	i
COC(=O)c1ccc(C(=O)OC)c(NC(=O)C(C)(C)C)c1	i	i	i	i	i	i	i	-7	i	i	i
Cc1cccc(N(C(=O)Cn2nnc3ccccc32)C(C(=O)NC(C)(C)C)c2ccsc2)c1C (stereo not drawn)	i	i	i	i	i	i	i	-2	i	i	i
Cc1ccc2[nH]cc(S(=O)(=O)c3ccc(F)cc3)c(=O)c2c1	i	i	i	i	i	i	i	0	i	i	i
Cc1cc(NC(=O)/C=C/c2ccc(Br)cc2)no1	i	i	i	i	i	i	i	-3	i	i	i
Cc1ccc2c(c1)cc(CN(Cc1ccc3c(c1)OCO3)C(=O)c1cnccn1)c1nnnn12	i	i	i	i	i	i	i	-13	i	i	i
CCn1c(SCC(=O)O)nnc1C1CCCCC1	i	i	i	i	i	i	i	4	i	i	i
CCOC(=O)CCCCC(=O)c1[nH]c(=O)[nH]c1Cn1ccnc1	i	i	i	i	i	i	i	-10	i	i	i
CCOC(=O)C1CN(S(=O)(=O)c2ccc(C)cc2)c2ccccc2O1 (stereo not drawn)	i	i	i	i	i	i	i	-1	i	i	i
CCOP(=O)(OCC)C(Nc1cccc(C(F)(F)F)c1)c1ccc(F)cc1 (stereo not drawn)	i	i	i	i	i	i	i	-14	i	i	i
O=C(Cn1nc(Cc2cccnc2)c2ccccc2c1=O)NCC1CCCO1 (stereo not drawn)	i	i	i	i	i	i	i	-9	i	i	i
COc1cccc(OCC(O)CN2CCN(CCN3C(=O)c4cccc5cccc(c45)C3=O)CC2)c1 (stereo not drawn)	i	i	i	i	i	i	i	-7	i	i	i
Cc1nc2ccccc2n1CCCOc1ccccc1	i	i	i	i	i	i	i	-5	i	i	i
O=C(CC1C(=O)NCCN1CC1CCCCC1)NCCc1ccc(F)cc1 (stereo not drawn)	i	i	i	i	i	i	i	-11	i	i	i
CCCC(=O)Nc1nc2ccc(NC(=O)c3c(F)c(F)c(OC)c(F)c3F)cc2s1	i	i	i	i	i	i	i	-9	i	i	i
CC[C@H](C)[C@@H]1NC(=O)c2cc([N+](=O)[O-])cc(F)c2NCCCC[C@@H](C(N)=O)NC(=O)[C@H](CC(N)=O)NC1=O	.	.	.	i	i	i	.	.	i	.	i
CCCN(CC1CC1)S(=O)(=O)c1ccc(-n2cnnn2)c(OC)c1	i	i	i	i	i	i	i	-15	i	i	i
CCOC(=O)C(Cc1ccccc1)c1ccnc2ncnn12 (stereo not drawn)	i	i	i	i	i	i	i	1	i	i	i
N#Cc1c(/N=C/N2CCCC2)oc(-c2ccccc2)c1-c1ccccc1	7*	i	i	i	i	i	i	-5	i	i	i
CCNC(=O)COC(=O)CCNC(=O)c1cccc(C)c1	i	i	i	i	i	i	i	1	i	i	i
Cc1cc(Cn2nc(C(=O)NCC3CC3)cc2-c2ccccc2)on1	i	i	i	i	i	i	i	-11	i	i	i
Cn1c(=O)[nH]c(=O)c2c1nc(Br)n2CCCc1ccccc1	i	i	i	.	.	.	i	-7	.	i	.
CCOC(=O)/C(C#N)=C1/C=CN(c2ccc(C)cc2)C=N1	i	i	i	i	i	i	i	-6	i	i	i
O=C(COc1ccc2c3c(c(=O)oc2c1)CCC3)Nc1ccc(CCO)cc1	i	i	i	i	i	i	i	-6	i	i	i
CC1(C)CC(=O)C(Sc2ccccc2[N+](=O)[O-])=C(O)C1	i	i	i	i	i	i	i	-7	i	i	i
Cc1cnc([N+](=O)[O-])n1CCOC(=O)NC(=O)c1ccc(F)cc1	i	i	i	i	i	i	i	-13	i	i	i
Cc1cc(C)n2nc(SCC(=O)N/N=C/c3ccccc3F)nc2n1	i	i	i	i	i	i	i	-2	i	i	i
Cc1c(C(=O)N2CCC3(CC2)CC(=O)c2ccccc2O3)cccc1[N+](=O)[O-]	i	i	i	i	i	i	i	-11	i	i	i
Cc1ccc(F)c(CNC(=O)C2CCC(=O)N(CCN3CCOCC3)C2)c1F (stereo not drawn)	i	i	i	i	i	i	i	-9	i	i	i
COC(=O)CCC(=O)Nc1cccc(Br)c1	i	i	i	i	i	i	i	-7	i	i	i
CCCC1=NN(C(=O)C(=O)Nc2ccc(Br)cc2)C(O)(C(F)(F)F)C1 (stereo not drawn)	i	i	i	i	i	25*	i	-9	i	i	i
Cc1cc(C)c2nc(N(CCCN(C)C)C(=O)c3ccc(S(=O)(=O)N4CCCCCC4)cc3)sc2c1	i	i	i	i	i	i	i	-19	i	i	i
COc1ccc(CCN2CC(O)=C(c3nc4ccccc4c(=O)[nH]3)C2=N)cc1OC	i	i	i	i	i	i	i	-18	i	i	i
CCS(=O)(=O)N1CCCC(C(=O)NCCCN2CCCC2=O)C1 (stereo not drawn)	.	.	.	i	i	i	.	.	i	.	i
C=CCn1c(SCc2ccc(Cl)c(Cl)c2)nnc1C(CO)NC(=O)c1ccc(OC)cc1 (stereo not drawn)	i	i	i	i	i	i	i	-6	i	i	i
COCCOC(=O)N/C=C\c1nc2ccccc2c(=O)[nH]1	i	i	i	i	i	i	i	-5	i	i	i
COc1ccc(C(=O)N/N=C/c2ccc(OC(=O)c3cccc4ccccc34)c([N+](=O)[O-])c2)cc1	i	i	i	i	i	i	i	-6	i	i	i
O=C1CC(N2CCN(Cc3ccc4c(c3)OCO4)CC2)C(=O)N1Cc1ccc(N2CCCC2=O)cc1 (stereo not drawn)	i	i	i	i	i	i	i	-1	i	i	i
COc1ccc2c(c1)CCC1C2=NN(/C(C)=C\C(C)=O)C1c1ccc(F)cc1 (stereo not drawn)	i	i	i	i	i	i	i	-6	i	i	i
N#Cc1sc2nc3c(c(-c4cccnc4)c2c1N)CCC3	i	i	i	i	i	i	i	-2	i	i	i
Cc1nn(C)c(C)c1CNC(=O)Nc1ccc(Cl)cc1	i	i	i	i	i	i	i	-21	i	i	i
COc1ccc(CCNC(=O)C2CCN(S(=O)(=O)c3ccc(OC)c(OC)c3)CC2)cc1	i	i	i	i	i	i	i	-5	i	i	i
Cc1onc(-c2c(F)cccc2Cl)c1C(=O)NC1CCSC1=O (stereo not drawn)	i	i	i	i	i	i	i	-2	i	i	i
Cc1cc(C)n(-c2nc(SCC(=O)O)c3c4c(sc3n2)COC(C)(C)C4)n1	i	i	i	i	i	i	i	-10	i	i	i
COc1cc(C(=O)NC2CCN(Cc3nnnn3Cc3cccs3)CC2)cc(OC)c1OC	i	i	i	i	i	i	i	-8	i	i	i
COc1ccc(-c2cc(C(=O)Nc3ccc(C)c(N)c3)c3ccccc3n2)cc1	i	i	i	i	i	i	i	-9	i	i	i
N#CC(c1ccccc1O)N1N=C(c2ccccc2)CC1c1ccccc1 (stereo not drawn)	12*	-10*	i	i	i	i	i	-10	i	i	i
CN(C)C(=O)CSc1nc(-c2ccccc2)c(-c2ccccc2)o1	i	i	i	i	i	i	i	-14	i	i	i
Cc1ccc(OCC(=O)Nc2nnc(S(=O)(=O)N3CCCCCC3)s2)cc1	i	i	i	i	i	i	i	-6	i	i	i
O=S(=O)(c1ccccc1)N(CC1CO1)c1cccc2ccccc12 (stereo not drawn)	i	i	i	i	i	i	i	-4	i	i	i
Cc1ccc(C)c(N(CC(=O)NCCc2ccccc2)C(=O)CCC(=O)Nc2ccccn2)c1	i	i	i	i	i	i	i	-6	i	i	i
O=C(O)CCNC(=O)/C(=C/c1ccco1)NC(=O)c1ccco1	i	i	i	i	i	i	i	-2	i	i	i
O=c1[nH]c2cc(Cl)ccc2c(O)c1-c1cccc(Oc2ccccc2)c1	i	i	i	i	i	i	i	-5	i	i	i

Carrying on:
SMILES	KCNQ1 block	KCNK9 block	RGS4 pot	MrgX1 ag	MrgX1 PAM	ANO1 block	KCNQ1 pot	hERG rescue	TMEM16A act	RGS4 block	KCNK3 inh
CCc1nn(C(C)C(=O)Nc2cccc(C)c2C)c(=O)c2cc3occc3n12 (stereo not drawn)	i	i	i	i	i	i	i	-13	i	i	i
COc1ccc(CCNC(=O)c2nnc(Cc3ccc(Cl)cc3)o2)cc1OC	i	i	i	i	i	i	i	-4	i	i	i
O=C(NCCCN1CCc2ccccc2C1)C1CCN(c2nnc(-n3cccc3)s2)CC1	i	i	i	i	i	i	i	-14	i	i	i
COc1ccc(CCNS(=O)(=O)c2ccc(Cl)s2)cc1OC	i	i	i	i	i	i	i	-7	i	i	i
O=C1c2ccccc2S(=O)(=O)N1CC(O)COc1ccc(Cl)cc1 (stereo not drawn)	i	i	i	i	i	i	i	-7	i	i	i
O=C(CN1CCN(CCN2C(=O)c3cccc4cccc(c34)C2=O)CC1)c1ccc(F)cc1	i	i	i	i	i	i	i	-5	i	i	i
COc1cccc(N(CC(=O)Nc2cccc(N(C)S(C)(=O)=O)c2)S(C)(=O)=O)c1	i	i	i	i	i	i	i	-13	i	i	i

High-throughput results: PubChem, Johns Hopkins Ion Channel Center
